# High-throughput results deposited in PubChem by several laboratories.
# MT1-MMP act inh: MT1-MMP (human) activation inhibition; P50281; HT1080 RFP-PRO-GFP cells, GFP/RFP ratio fluorescence, overnight; percent of plate control window, DMSO zero; GFP/RFP ratio change, % at 20 µM; 360,000 compounds, 0.061% hits; AID 651647;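 active = GFP/RFP ratio change of at least 30% with cell ATP level not reduced by more than half and red fluorescence within 50% of control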; note: strong numbers were not always called active
#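 Compound: 20 µM single dose, 1% DMSO / System: HT1080 RFP-PRO-GFP cells / Controls: DMSO and RFP-L50D-GFP cell wells / Read-out basis: GFP/RFP fluorescence ratio / Schedule: overnight compound exposure at 37 °C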
# Neddyl block: cullin neddylation inhibition | AID 651699 | P61081+Q13564 | calls only at 25 µM | TR-FRET cullin neddylation, biochemical | 360,000 compounds, 0.58% hits; in the data active = inhibition above about 36%
# MLLE-PAM2 inh: blocks PAM2 peptide binding to the PABP1 MLLE domain. 360,000 compounds, 0.36% hits. GST-MLLE / FITC-PAM2 fluorescence polarization. inhibition, % at 20 µM. P11940. AID 588489; in the data active = inhibition above about 35%, passing the limit was not always enough;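 note: plate controls were DMSO wells with GST-MLLE for no effect and wells lacking GST-MLLE protein for full effect; some results filed as inactive read as strong as hits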
# Target sequence (P11940 whole entry, looked up, the tested form may be a part): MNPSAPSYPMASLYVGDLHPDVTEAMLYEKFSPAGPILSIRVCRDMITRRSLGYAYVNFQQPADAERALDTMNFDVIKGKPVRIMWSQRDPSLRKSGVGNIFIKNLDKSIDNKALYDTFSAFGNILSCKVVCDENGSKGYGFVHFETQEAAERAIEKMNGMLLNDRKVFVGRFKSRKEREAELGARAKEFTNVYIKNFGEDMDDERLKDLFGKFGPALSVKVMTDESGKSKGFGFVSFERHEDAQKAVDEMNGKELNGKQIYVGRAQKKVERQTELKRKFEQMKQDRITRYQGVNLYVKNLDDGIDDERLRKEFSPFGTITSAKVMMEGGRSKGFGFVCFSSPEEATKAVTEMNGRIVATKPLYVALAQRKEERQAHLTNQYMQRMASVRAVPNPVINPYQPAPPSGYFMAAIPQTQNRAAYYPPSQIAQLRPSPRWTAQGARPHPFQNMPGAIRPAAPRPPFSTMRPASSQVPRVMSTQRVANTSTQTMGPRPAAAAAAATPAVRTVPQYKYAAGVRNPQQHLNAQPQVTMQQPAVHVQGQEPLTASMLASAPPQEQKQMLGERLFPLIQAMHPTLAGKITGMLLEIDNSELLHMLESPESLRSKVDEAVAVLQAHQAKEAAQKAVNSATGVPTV
# CendR NRP1 mod: alters CendR peptide binding to human NRP-1 | O14786 | FAM-RPARPAR peptide binding to NRP-1, fluorescence polarization | inhibition, % at 25 µM | 360,000 compounds, 0.85% hits;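 active = inhibition or corrected inhibition above about 18%, plus a signal ratio from 0.5 to 1.5, limit read from the data, passing the limit was not always enough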; note: strong numbers were not always called active
# E coli Lon inh: inhibits E. coli Lon protease; inhibition, % at 7.94 µM; 360,000 compounds, 0.42% hits; P0A9M0; purified E. coli Lon protease, fluorescence polarization; in the data active = inhibition above about 13%, passing the limit was not always enough;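 note: 0% = enzyme with probe and DMSO and 100% = no enzyme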
# FAS TE block: FAS thioesterase (human) inhibition. P49327. recombinant FAS-TE, OMFH fluorogenic substrate, fluorescence endpoint. inhibition, % at 15 µM. 360,000 compounds, 0.67% hits. AID 602261;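 active = compounds whose normalised, plate-corrected inhibition of enzyme fluorescence in the single-dose primary screen is 50% or more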;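 note: 0% = DMSO with enzyme and 100% = substrate without enzyme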
# SKN-1 inh: blocks SKN-1 activity in C. elegans; C. elegans VP596 Pgst-4::GFP/RFP ratio, acrylamide-induced, 24 h; inhibition, % at 21.8 µM; 360,000 compounds, 0.49% hits;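 active = interference check ratio from 0.5 to 1.5 plus GFP to RFP signal ratio inhibition reaching or exceeding a fixed threshold, cut at about 30% in these data, passing the limit was not always enough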; note: some compounds called inactive have numbers as strong as hits
# Rin1-Abl PPI inh: human Rin1-Abl interaction inhibition; TR-FRET Rin1/Abl binding, biochemical; AID 588664; inhibition, % at 7.35 µM; 360,000 compounds, 0.4% hits; P00519+Q13671; in the data active = inhibition above about 5%, passing the limit was not always enough
# bovine MsrA act: activators of bovine methionine sulfoxide reductase A. purified bovine MsrA, absorbance read-out. activation, % at 10.6 µM. 360,000 compounds, 0.3% hits. AID 602163; in the data active = activation above about 7.5%;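 note: 0% = vehicle and 100% = reference activator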
# The depositor's hits bear a star; i = inactive; . = not tested or not shown; + = active, no number. Rows were taken by chance. About 4% of those tested had a hit in this group.
SMILES,MT1-MMP act inh,Neddyl block,MLLE-PAM2 inh,CendR NRP1 mod,E coli Lon inh,FAS TE block,SKN-1 inh,Rin1-Abl PPI inh,bovine MsrA act
COc1ccc(S(=O)(=O)N(C)C[C@H]2OCc3cn(nn3)CCCC(=O)N([C@H](C)CO)C[C@@H]2C)cc1,0,i,-5,1,-1,-9,-3,0,-8
Cc1c(OC(C)C(=O)O)ccc2c(-c3ccccc3)cc(=O)oc12 (centres undefined),5,i,2,6,10,2,14,-4,-4
Nc1ncc2c(n1)-c1cc(Cl)ccc1SC2,-3,i,9,-1,5,-2,-3,4,-13
COc1ccc(C(OC(=O)c2ccco2)C(=O)NC2CCCC2)cc1OC (centres undefined),-3,i,-12,9,-4,-3,-11,2,-2
CCOC(=O)C(C)c1n[nH]c(=O)c2ccccc12 (centres undefined),-1,i,-3,3,-5,-10,-11,5,-2
Cc1ccc2nc(CSc3nnc(Nc4ccccc4F)s3)cc(=O)n2c1,-2,i,-8,-5,-10,-2,6,1,-2
COC(=O)c1ccccc1-c1ccc(/C=N/NC(=O)c2cc3ccccc3o2)o1,1,.,-3,6,-8,18,16,-3,-5
Cc1ccc(NC(=O)CN(C)C(=O)c2cc3c(s2)CCCCC3)cc1,-1,i,19,13,0,14,0,-1,-2
CCOC(=O)C1=C(COC(=O)c2ccc([N+](=O)[O-])s2)NC(=O)NC1C (centres undefined),4,i,19,-48,-10,0,-19,4,19*
CC(C)C[C@@H]1COc2cccc(N3CCC[C@@H]3CO)c2S(=O)(=O)N1,5,i,.,8,-1,-4,-1,.,-6
Cc1ccc(C)c(NC(=S)N2C3CCCC2CC(NC(=O)C2CC2)C3)c1 (centres undefined),-1,i,-63,8,7,-4,12,0,-2
COc1ccccc1-c1sc2cc3c(cc2c1-c1ccc(OCCN2CCOCC2)cc1)OCO3,-2,i,6,0,-7,16,-17,-3,-4
COc1ccc(OC)c(NC(=O)NNC(=O)COc2ccc([N+](=O)[O-])cc2)c1,-2,i,-6,16,-12,5,15,1,-5
O=C(COC(=O)Cc1ccc(Cl)c(Cl)c1)NCc1ccco1,4,i,-16,-16,11,0,-6,1,-2
N#Cc1cc2c(=O)n3ccccc3nc2n(CCCn2ccnc2)c1=N,7,+,-1,2,-8,-8,6,-10,2
Cc1ccc(CN2CCSCC2)cc1,7,i,-4,-11,-1,-5,-12,5,-14
CCOc1ccc(-n2c(SCc3ccc(C#N)cc3)nnc2-c2cccnc2)cc1,7,i,-17,3,-13,-19,20,6,-4
Cn1cnnc1SCC(=O)Nc1ccc2nc(SCc3ccccc3Cl)sc2c1,2,i,7,12,-9,-14,4,-3,1
C=CCN(c1ccc(C(=O)Nc2ccc(C)cc2)cc1)S(C)(=O)=O,4,i,-17,2,8,-1,-13,-1,-10
CCCCCCCCOC(=O)c1cc([N+](=O)[O-])c(Sc2ncnc3nc[nH]c23)c([N+](=O)[O-])c1,14,i,-8,-3,-2,5,14,2,1
COc1ccc(NC(=O)CSCC(=O)Nc2cc(Cl)ccc2N2CCCC2)cc1,1,i,-1,1,13,10,-4,-2,-9
CCO[C@H]1OC(C(=O)N2CCCCCCC2)=C[C@@H](c2ccc(C(F)(F)F)cc2)[C@@H]1CCCO,-11,i,-8,2,9,9,9,1,-5
Cc1nonc1OCCNc1ccc([N+](=O)[O-])cc1,3,i,2,-2,-3,14,22,-1,-4
Nc1nonc1-c1noc(COc2ccccc2Cl)n1,3,i,7,-1,-10,-7,-22,-1,-10
COC(=O)c1ccc(CO/N=C/c2ccccc2OC)cc1,0,i,1,5,4,21,-14,-2,-12
O=C(N[C@H]1CC[C@H](CCNC(=O)C2CC2)O[C@@H]1CO)c1ccccn1,-2,i,.,5,.,.,7,.,.
Fc1ccc(Oc2ncccn2)c(F)c1,1,i,1,-2,9,-7,5,2,-3
COCCn1c(CCc2ccccc2)n[nH]c1=S,1,i,-10,2,0,-3,-1,-4,-5
CCN(C(=O)COC(=O)c1nc2nc(C)cc(C)n2n1)C1CCCCC1,-2,i,-1,2,-6,-4,28,-3,-3
CCOc1ccc2c(c1)C(c1ccc(C)cc1)=NNC(c1ccc(OC)cc1)=N2,6,i,11,5,6,21,3,1,-6
COC(=O)c1ccc(C2/C(=C(/O)c3ccc4c(c3)CC(C)O4)C(=O)C(=O)N2Cc2ccncc2)cc1 (centres undefined),4,i,-6,4,0,2,10,-7,-3
O=C(CCNC(=O)c1ccc(Cl)cc1)NNC(=O)c1ccc(F)cc1,2,i,5,-8,-8,-3,12,0,0
COC(=O)C1CCN(CC(=O)Nc2ccc(C(=O)Nc3ccccc3OC)cc2)CC1,0,i,-5,10,-3,4,6,2,-7
CCC1(CC)C(=O)N(c2ccccc2)C(=N)N(c2ccccc2)C1=O,1,i,-7,7,13,-9,6,0,-3
Cc1cc(=O)n2nc(N3CCC(C(=O)NCc4cccc(Cl)c4)CC3)sc2n1,1,i,-21,-4,3,-6,6,2,-7
O=C(COc1ccc(C(=S)N2CCOCC2)cc1)Nc1ccccc1C(F)(F)F,0,i,-2,4,-3,-5,-17,-2,-8
COc1cccc(C(=O)/C=C/Nc2ccc(S(=O)(=O)Nc3cnc4ccccc4n3)cc2)c1,-1,i,-28,-27,-1,-10,-3,-2,-5
O=C(CN1CCOCC1)N1CCOCC1,1,i,1,0,-1,-16,5,2,-7
O=C(NC1CC1)c1ccc(CSCc2ccc(Cl)cc2)o1,-5,i,4,7,1,1,21,-2,0
Cc1ccc(CSCC(=O)N(C)CC(=O)Nc2ccccc2Cl)cc1,0,i,7,-1,2,0,2,4,-5
O=C(COC(=O)/C=C/c1cccc(F)c1)NCc1ccc2c(c1)OCO2,0,i,4,2,-1,-5,5,-1,0
O=C(COC(=O)Cc1n[nH]c(=O)c2ccccc12)Nc1ncc(Cl)cc1Cl,0,i,4,2,-8,-6,9,1,0
Cc1ccc(S(=O)(=O)N[C@H](C(=O)N2CCC(C(=O)N[C@H](C(=O)O)c3ccccc3)CC2)C(C)C)cc1,15,i,5,-1,4,-6,-4,-1,-8
CCOC(=O)c1c(-c2ccccc2)oc2cc(Br)c(O)cc12,6,i,20,-14,8,27,-8,-2,-4
COc1ccc(-c2ncncc2-c2csc(C)n2)c(O)c1,-1,i,-4,2,5,-3,-3,2,-2
CN(CCc1ccccc1)c1cc2c(c3c1ccn3C)C1CCC2C1 (centres undefined),-2,i,1,9,-14,29,14,3,-2
COc1ccc(CN(Cc2ccccn2)C(=O)CN2C(=O)C(C)Oc3ccccc32)cc1 (centres undefined),10,i,-11,-3,9,1,6,1,-3
O=C(Nn1cnc2ccccc2c1=O)c1ccccc1F,1,i,-9,-4,2,-4,2,2,0
COc1ccc(-n2c(=O)[nH]cc(C(=O)Nc3ccc4c(c3)OCCO4)c2=O)cc1OC,-2,i,10,-4,1,-5,7,0,-3
COc1cccc(NC(=O)c2ccc3snnc3c2)c1,0,i,0,-2,-4,-1,-16,-1,0
CCN(CC)c1ccc(S(=O)(=O)N2CCOCC2)cc1NC(=O)CNCc1cccc(Cl)c1,2,i,6,4,3,21,6,3,-8
O=S(=O)(NCC1CCCO1)c1ccc(S(=O)(=O)N2CCCC2)cc1 (centres undefined),-1,i,-5,-3,-6,-6,9,2,-1
CC(=O)Oc1c(S(=O)(=O)c2ccccc2)c(C)nn1C(C)(C)C,4,i,3,14,-9,1,0,2,10*
COc1cc(NC(=O)c2ccccc2)c(OC)cc1NC(=O)CN1C(=O)N(C)C2(CCCCC2)C1=O,6,i,-6,18,-1,2,-3,2,-3
NCCSc1c(-c2ccc(F)cc2)[nH]c2ccccc12,-4,i,17,3,1,-19,-1,-11,-2
Cc1ccc(NC(=O)Cn2sc3ccccc3c2=O)cc1,3,i,27,4,3,-13,2,1,6
Cn1c(N)c(C#N)c(-c2ccccc2)c(C#N)c1=O,4,i,1,5,-10,-2,-15,-3,-2
Cc1cccn2c(=O)c3cc(C(=O)NCCN4CCOCC4)c(=N)n(Cc4cccnc4)c3nc12,.,+,20,-3,-9,-2,-10,-6,-14
O=C(NCc1ccccc1)C1CCCN1S(=O)(=O)c1ccc(F)cc1 (centres undefined),1,i,6,-1,-9,-3,1,1,-2
CCN(CC)S(=O)(=O)c1cc(NC(=O)COC(=O)CCc2nc3ccccc3s2)ccc1C,6,i,6,-2,-5,7,9,3,-3

# (next part)
SMILES,MT1-MMP act inh,Neddyl block,MLLE-PAM2 inh,CendR NRP1 mod,E coli Lon inh,FAS TE block,SKN-1 inh,Rin1-Abl PPI inh,bovine MsrA act
O=C1CC(c2cccc(F)c2)C2=C(CCCC2=O)N1 (centres undefined),0,i,0,0,0,-7,-7,0,-3
Cc1cc(C)n(-c2ccc(C(=O)NC(C)C)cc2)n1,11,i,-6,-1,0,-4,-4,1,-2
COc1cc(O)c(C(CC(=O)N2CCCCC2)c2ccc(N(C)C)cc2)c(OC)c1 (centres undefined),-1,i,-13,-5,-3,-5,-2,3,-3
Cc1[nH]c2ccccc2c1/C=N/NC(=O)c1cccc(S(=O)(=O)Nc2cccc(C(F)(F)F)c2)c1,-2,.,-6,-10,-2,24,-3,0,-6
O=C(CC1C(=O)NCCN1Cc1cccc(F)c1)NC1CCC1 (centres undefined),2,i,-7,-2,8,-4,14,-2,-13
O=C(NCC(=O)N(c1ccccc1)C(C(=O)NC1CCCCC1)c1cccnc1)c1cccs1 (centres undefined),4,i,6,-6,1,-1,0,1,-4
Cc1cccc(-n2ncc3c(NCCc4ccc(S(N)(=O)=O)cc4)ncnc32)c1,-4,i,-5,0,9,-9,10,3,2
O=C(NC1CCN(Cc2ccccc2)CC1)c1ccc2c(c1)OCCCO2,1,i,-11,2,8,-5,3,2,-12
Cn1nc(C(=O)N2CCN(c3ccccc3)CC2)c2c1-c1ccccc1S(=O)(=O)C2,5,i,-7,-14,-14,4,-12,4,-8
CCOc1ccc(NC(=O)CNC(=O)c2cn(-c3ccccc3OC)c(=O)c3ccccc23)cc1,0,i,6,4,-7,0,15,2,-1
O=C(CNC(=O)c1ccc2c(c1)OCO2)N/N=C/c1cccc([N+](=O)[O-])c1,-2,i,8,0,-10,55*,-2,-5,-2
O=c1c2ccccc2sc2nc(CCl)nn12,-9,i,1,7,-8,-6,7,1,1

# With a hit mark in bovine MsrA act (from the list above):
SMILES | MT1-MMP act inh | Neddyl block | MLLE-PAM2 inh | CendR NRP1 mod | E coli Lon inh | SKN-1 inh | Rin1-Abl PPI inh | bovine MsrA act
CCOC(=O)C1=C(COC(=O)c2ccc([N+](=O)[O-])s2)NC(=O)NC1C (centres undefined) | 4 | i | 19 | -48 | -10 | -19 | 4 | 19*
CC(=O)Oc1c(S(=O)(=O)c2ccccc2)c(C)nn1C(C)(C)C | 4 | i | 3 | 14 | -9 | 0 | 2 | 10*

# (continued)
SMILES,MT1-MMP act inh,Neddyl block,MLLE-PAM2 inh,CendR NRP1 mod,E coli Lon inh,FAS TE block,SKN-1 inh,Rin1-Abl PPI inh,bovine MsrA act
Cc1ccc(CNC(=O)/C=C/c2ccc(S(=O)(=O)NCc3ccco3)cc2)cc1,5,i,0,-10,-3,-2,-4,-3,-3
O=C(Nc1ccc(Cl)cc1)NN1CC(=O)N(c2cccc(C(F)(F)F)c2)CC1=O,6,i,-8,4,1,-4,-8,-3,0
O=C(CSc1nc(-c2ccccc2)cc(C(F)(F)F)n1)N1CCOCC1,-6,i,-15,-1,0,-3,2,-2,-3
CC(C(=O)NC1CCCc2ccccc21)N1C(=O)C2CCCCC2C1=O (centres undefined),2,i,-9,-9,-15,-1,-5,-1,0
COc1cc([N+](=O)[O-])cc(/C=N/NC(=O)c2cccnc2)c1O,0,i,-11,-1,5,62*,14,-7,-1
COc1ccc2cc(Br)ccc2c1CC(=O)NC(C)C,1,i,-5,5,10,-1,15,-12,-1
